DNMT1 block: human DNMT1 methyltransferase inhibitors, primary screen, biochemical, molecular beacon, fluorescence, HinP1I cleavage, uHTS | AID 588458, 2011 | actives 0.83% (n = 360,000) | DNA (cytosine-5)-methyltransferase 1 (Homo sapiens), P26358 | inhibition (reported as % activation of signal), % at 10 µM; in the data active means inhibition above about 50%
Tb MetRS inh: T. brucei MetRS inhibitors, primary screen, biochemical, luminescence. methionyl-tRNA synthetase (Trypanosoma brucei brucei). purified T. brucei MetRS, ATP depletion, Kinase-Glo luminescence. inhibition, % at 11.9 µM. actives 0.4% (n = 360,000);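 active means inhibition above a per-plate cutoff of the control wells' mean inhibition plus 3 SD, cut at about 5.5% in these data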;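 further: 0% = DMSO wells median and 100% = median of wells with control inhibitor compound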
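Measured by: Kinase-Glo luciferase luminescence reporting remaining unconsumed ATP. Material: purified T. brucei MetRS enzyme. Doses: 11.9 µM compound single dose, 0.9% DMSO. Medium: HEPES buffer containing pyrophosphatase, BSA, spermine, DTT. Times: 15 min preincubation, 2 h reaction, all 25 °C. Reagent: methionine, ATP and bulk E. coli tRNA.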
CendR NRP1 mod: modulators of CendR peptide binding to NRP-1, primary screen, biochemical, fluorescence polarization, uHTS; inhibition, % at 25 µM; AID 602438, 2012; actives 0.85% (n = 360,000); FAM-RPARPAR peptide binding to NRP-1;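 active means inhibition or corrected inhibition above about 18%, plus a signal ratio from 0.5 to 1.5, limit read from the data, passing the limit was not always enough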; further: strong numbers were not always called active
E coli Lon inh: inhibitors of E. coli Lon protease, primary screen, biochemical, fluorescence polarization; purified E. coli Lon protease; P0A9M0; actives 0.42% (n = 360,000); AID 602123, 2011; inhibition, % at 7.94 µM; in the data active means inhibition above about 13%, passing the limit was not always enough;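 further: 0% = enzyme with probe and DMSO and 100% = no enzyme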
Target sequence (P0A9M0 whole entry, looked up): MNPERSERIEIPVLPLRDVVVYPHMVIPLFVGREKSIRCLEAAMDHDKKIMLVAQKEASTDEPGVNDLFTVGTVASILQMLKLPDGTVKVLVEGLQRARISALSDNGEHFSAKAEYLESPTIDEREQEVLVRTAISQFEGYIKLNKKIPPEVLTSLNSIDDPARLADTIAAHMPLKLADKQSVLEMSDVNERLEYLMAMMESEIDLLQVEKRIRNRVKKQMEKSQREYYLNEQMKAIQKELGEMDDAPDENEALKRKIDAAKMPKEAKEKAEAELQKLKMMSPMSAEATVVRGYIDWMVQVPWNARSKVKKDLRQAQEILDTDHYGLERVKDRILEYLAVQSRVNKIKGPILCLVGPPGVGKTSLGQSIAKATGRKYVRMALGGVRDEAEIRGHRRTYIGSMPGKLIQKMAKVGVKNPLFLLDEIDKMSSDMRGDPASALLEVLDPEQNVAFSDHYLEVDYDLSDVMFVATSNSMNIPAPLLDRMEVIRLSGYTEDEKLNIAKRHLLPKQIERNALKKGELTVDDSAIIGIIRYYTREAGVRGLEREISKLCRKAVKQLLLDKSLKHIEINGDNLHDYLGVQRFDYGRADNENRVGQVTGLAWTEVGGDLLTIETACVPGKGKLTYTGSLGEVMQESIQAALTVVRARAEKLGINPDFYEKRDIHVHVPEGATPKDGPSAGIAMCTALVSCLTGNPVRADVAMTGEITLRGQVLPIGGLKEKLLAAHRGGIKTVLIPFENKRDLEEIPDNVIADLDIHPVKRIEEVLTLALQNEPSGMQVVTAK
MsrA inh: bovine MsrA enzyme inhibitors, primary screen, biochemical, absorbance, HTS. purified bovine MsrA, absorbance read-out. AID 651718, 2012. actives 0.75% (n = 360,000). inhibition, % at 15.5 µM. Methionine sulfoxide reductase A (Bos taurus); in the data active means inhibition above about 4.5%;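 further: 0% = vehicle wells with enzyme and 100% = reference inhibitor wells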
MsrA act: bovine MsrA enzyme activators, primary screen, biochemical, absorbance, HTS; purified bovine MsrA, absorbance read-out; Methionine sulfoxide reductase A (Bos taurus); actives 0.3% (n = 360,000); activation, % at 10.6 µM; AID 602163, 2012; in the data active means activation above about 7.5%;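 further: 0% = vehicle and 100% = reference activator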
STEP inh: STEP phosphatase inhibitors, primary screen, biochemical, fluorescence intensity, uHTS. AID 588621, 2011. Tyrosine-protein phosphatase non-receptor type 5 (Homo sapiens), P54829. recombinant STEP, OMFP fluorogenic substrate. actives 0.25% (n = 360,000). inhibition, % at 20 µM;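 active means inhibition at 20 µM, scaled per plate between control wells, above about 37%, limit read from the data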;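 further: 0% = DMSO with enzyme and substrate and 100% = substrate only without enzyme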
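Material: STEP (striatal-enriched tyrosine phosphatase) enzyme, cell-free; Compound dosing: 20 µM single dose in 1% DMSO; Technique: fluorescence read at 480 nm ex / 540 nm em; Times: reaction 20 min, ambient temperature; Medium: 50 mM Bis-Tris pH 6.0 with 2.5 mM DTT and 0.005% Tween 20; Also added: OMFP at 25 µM.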
LMPTP inh: LMPTP phosphatase inhibitors, primary screen, biochemical, fluorescence intensity, uHTS; recombinant LMPTP-A, OMFP fluorogenic substrate; inhibition, % at 20 µM; actives 0.22% (n = 360,000); Low molecular weight phosphotyrosine protein phosphatase (Homo sapiens), P24666;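 active means compounds that cut the enzyme signal by at least half of the control window in the single-dose screen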;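 further: plate controls were DMSO wells with enzyme plus substrate for no effect and substrate without enzyme for full effect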
Target sequence (P24666 whole entry, looked up): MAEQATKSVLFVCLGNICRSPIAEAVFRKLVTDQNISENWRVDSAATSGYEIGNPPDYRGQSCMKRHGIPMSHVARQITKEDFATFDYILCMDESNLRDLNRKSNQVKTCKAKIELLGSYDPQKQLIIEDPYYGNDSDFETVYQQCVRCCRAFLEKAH
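Assay system: LMPTP-A, protein tyrosine phosphatase of low molecular weight / Medium: pH 6.0 Bis-Tris buffer with DTT and Triton X-100 / Schedule: 50 min enzyme reaction at room temperature, protected from light / Measured by: endpoint fluorescence intensity from OMFP dephosphorylation / Read-out basis: % inhibition relative to no-enzyme and uninhibited control wells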
Scp-1 inhibitor: Scp-1 phosphatase inhibitors, primary screen, biochemical, colorimetric, uHTS; Carboxy-terminal domain RNA polymerase II polypeptide A small phosphatase 1 (Homo …; Recombinant Scp1, phosphopeptide, malachite green phosphate absorbance; inhibition, % at 20 µM; actives 0.88% (n = 340,000); AID 493091, 2011;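 active means inhibition above about 50% at 20 µM, limit read from the data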;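 further: plate controls were DMSO wells with enzyme for no effect and wells lacking enzyme for full effect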
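Times: enzyme reaction 45 min at room temperature, colour 5 min, stabilisation 30 min. Material: SCP-1 catalytic fragment, aa 76-261. Medium: Acidic Tris acetate buffer with magnesium and detergent. Signal: colorimetric free-phosphate detection, absorbance 630 nm. Read-out basis: % inhibition of SCP-1 phosphate liberation. Reagent: Phosphorylated 17-residue peptide substrate.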
SUMO1 PPI mod: modulators of SUMO1 protein-protein interactions, primary screen, biochemical, uHTS. SUMO1 binding to a labelled peptide, TR-FRET, 1 h. inhibition, % at 20 µM. actives 0.33% (n = 360,000). AID 602429, 2012; in the data active means inhibition above about 37%
Target sequence (P63165 whole entry, looked up): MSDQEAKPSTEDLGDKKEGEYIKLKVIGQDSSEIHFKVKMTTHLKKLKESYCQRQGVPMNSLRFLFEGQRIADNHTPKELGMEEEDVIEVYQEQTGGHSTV
* hit, by the source's call; nt = not tested or not shown. The order is random; any-hit rate near 4.3%.

SMILES	DNMT1 block	Tb MetRS inh	CendR NRP1 mod	E coli Lon inh	MsrA inh	MsrA act	STEP inh	LMPTP inh	Scp-1 inhibitor	SUMO1 PPI mod
CC(C)(C)NC(=O)NC(=O)CSc1ccc(S(=O)(=O)N2CCOCC2)cn1	8	-0.5	-12	0	1.0	-9	-2	-0.8	-1	3
Cc1ccc(C(C)C)c(OCC(=O)c2c(O)c3ccccc3oc2=O)c1	0	-0.7	-25	-4	-0.1	-7	-3	-1.5	-15	3
CCCCn1c(N)c(N(CCOC)C(=O)c2ccc(Br)o2)c(=O)[nH]c1=O	0	-0.3	2	-8	0.9	-2	-1	-0.6	-2	-3
O=C(NCCc1ccc(F)cc1)c1cc2ccccc2oc1=O	6	0.0	0	12	1.3	-1	-1	0.1	-8	-9
CCOC(=O)N1CCC(NC(=O)c2ccc3c(=O)n4c(nc3c2)CCCC4)CC1	3	0.0	-8	8	2.1	-1	-1	-1.8	-3	3
COc1ccccc1OCCNC(=O)CN1C(=O)NC2(CCCC2)C1=O	-1	-0.2	5	-13	0.7	-3	8	0.3	-4	1
NC(=O)C1CCN(C(=O)c2cc(Cl)c3c(c2)OCCO3)CC1	0	-0.3	1	-13	-0.4	-4	-1	-4.9	-5	-1
Cc1cc(C)nc(/N=C(\N)Nc2ccc(SC(F)F)cc2)n1	-7	-0.1	1	-1	-1.9	-2	-3	-0.4	-8	-1
OCCN(CCO)CC(O)CN1c2ccccc2Sc2ccccc21 (centres undefined)	-4	-0.6	-24	-4	nt	-2	-3	-0.7	-1	3
CS(=O)(=O)c1cnc2c(S(=O)(=O)c3ccccc3)cnn2c1N	-1	-1.0	12	6	-0.5	-2	4	-1.9	-1	2
CSc1ccccc1OCc1cc(C(=O)N2CCc3sccc3C2)no1	-1	0.6	-10	-2	-0.4	-2	-1	2.3	-16	0
Cc1ccc(S(=O)(=O)N(Cc2cc3ccc(C)cc3[nH]c2=O)c2ccccc2)cc1	-7	0.1	16	1	0.4	-1	0	1.6	-12	-3
CCN(CC)CCOc1ccc(-c2c(C)c3c(ccc4ccccc43)oc2=O)cc1	-1	0.8	-21	3	-0.4	-2	-1	-0.7	nt	-23
CCC(C)(C)NC(=O)C(c1ccccc1Cl)N(Cc1cccnc1)C(=O)CCC(=O)Nc1cc(C)on1 (centres undefined)	-2	0.0	7	15	-0.5	-4	-3	-1.5	-2	3
CC(C)CC(=O)Nc1ccc(C(=O)CN2CCN(c3ccc(O)cc3)CC2)cc1	6	0.0	-3	-10	1.4	-3	8	5.4	21	3
CCC1=NN(C(=O)C(=O)Nc2ccc(OC)cc2)C(O)(C(F)(F)F)C1 (centres undefined)	1	0.5	6	-7	0.0	-1	1	-1.7	2	1
CC1CN(/C(=N\S(=O)(=O)c2ccccc2)c2ccccc2)CC(C)O1 (centres undefined)	15	-1.3	3	-10	0.1	-8	0	1.3	-4	-7
Cc1n[nH]c(=O)c2c(NC(=O)CSc3nn(-c4ccccc4)c(=S)s3)oc(C)c12	6	0.0	-6	9	1.9	-1	-1	-1.8	-4	-8
CC(=O)CCc1ccc(OCC(O)CNCCOc2ccc(C)cc2)cc1 (centres undefined)	-1	-0.2	-4	-3	0.1	-2	3	-1.0	-8	-5
COc1ccc(C2CC(=O)C=C(NC3CCCC3)C2)cc1 (centres undefined)	-1	-0.2	29*	-9	1.2	-6	-1	-1.2	-5	-3
CCOC(=O)C1=C(CC)Nc2ccccc2N=C1NC(=O)c1ccc(S(=O)(=O)N2CCOCC2)cc1	-7	0.0	-1	2	-0.4	-2	0	0.8	-3	-3
COc1ccccc1CNC(=O)C1CCCC1	-1	0.1	12	-6	-2.5	-2	-2	-0.5	-1	-2
Cc1cc(N2CCN(C)CC2)nc2ccc(NC(=S)NCc3cccs3)cc12	-3	0.4	1	-1	2.1	-3	3	-0.8	-4	-11
CC(C)(C)c1cc(/C=N/NC(=O)Cc2nc3ccccc3[nH]2)cc(C(C)(C)C)c1O	-9	0.2	-9	3	1.7	1	4	1.5	-10	1
COC(=O)c1ccccc1C(=O)c1ccc2c(c1)NC(=O)CO2	0	-0.5	-3	2	1.3	-4	-1	-1.9	-6	1

The listing continues:
SMILES	DNMT1 block	Tb MetRS inh	CendR NRP1 mod	E coli Lon inh	MsrA inh	MsrA act	STEP inh	LMPTP inh	Scp-1 inhibitor	SUMO1 PPI mod
CC(OC(=O)CC1CC2CCC1C2)C(=O)Nc1ccc(N2CCOCC2)cc1 (centres undefined)	-2	-1.1	8	-2	-0.7	-9	-1	-0.2	5	3
Cc1cc(C(=O)NNC(=O)CN2C(=O)NC3(CCCCC3)C2=O)c(C)o1	1	-0.3	4	-1	-0.3	-1	2	-1.6	-5	0
CCc1nc2c(OCC(=O)C(C)(C)C)cccn2c1N(C)C(=O)CC(C)C	0	-0.1	-2	-3	-0.4	-2	0	-0.4	nt	1
COc1ccccc1NC1=NC(c2ccc(Cl)cc2)N=C(N)N1 (centres undefined)	4	-0.1	-13	-12	1.6	0	-4	-3.8	-7	-2
Cc1ccc(NC(=O)c2ccc(NS(=O)(=O)c3ccc4[nH]c(=O)[nH]c4c3)cc2)nc1	1	-0.3	3	2	0.7	-5	-3	0.0	-3	5
CC(C)(C)C(=O)CSc1ncccn1	3	-0.5	5	-2	-1.8	-6	9	-0.2	4	1
CCN(C(=O)CSc1n[nH]c(N)n1)C1CCCCC1	-26	0.4	-7	7	-0.1	-2	2	-1.8	0	1
COC(=O)C(CC(C)C)Oc1ccc2c(C)cc(=O)oc2c1 (centres undefined)	2	-1.5	10	4	-0.5	1	-2	-0.1	-3	-1
Nc1nc(SCc2ccccc2)c2ncn(Cc3ccccc3)c2n1	-5	-0.3	5	-12	-0.7	-3	3	1.3	-10	3
Cc1ccc(-c2nc3ccccc3s2)cc1NC(=S)NC(=O)/C=C/c1ccco1	54*	-0.9	2	-7	1.0	2	6	0.3	-8	13
CCOC(=O)C1=C(C)NC(=S)NC1c1ccc(-c2cccc(Cl)c2C)o1 (centres undefined)	-5	-0.3	16	-6	1.1	1	2	2.1	1	0
O=C(N1CCOCC1)N1CCC(n2nnc3ccccc32)CC1	-3	1.0	0	-3	-0.3	1	1	-2.6	-4	-1
Cc1ccc(NC(=O)c2ccc3c(c2)[nH]c(=O)n3C(C)C)cc1	-1	-0.5	7	-2	1.3	6	-1	-0.1	-1	-1
O=C(COc1cccc(OC(F)F)c1)Nc1ccc(SC(F)F)cc1	-2	2.0	9	-3	-0.6	-3	-4	3.4	-18	-2
CCN1C(=O)C(NC(C)=O)c2cc(Br)ccc21 (centres undefined)	0	-0.5	0	-6	0.1	-4	-5	0.0	-11	22
Cc1nn(CC(=O)NC(C)c2ccccc2)c(=O)c2ccccc12 (centres undefined)	1	0.2	-13	-3	0.6	-2	3	-0.1	-7	1
CCCN(CCC)C(=O)C1CCC(CNS(=O)(=O)c2cccc3nsnc23)CC1 (centres undefined)	-1	0.2	8	7	2.3	-1	-2	-0.8	3	-25
CC(C)(C)n1nc2c(c1NC(=O)COc1ccc3ccccc3c1)CS(=O)(=O)C2	-1	-1.0	-3	-15	-0.7	-4	1	-0.5	-6	-1
Cc1cc(C(=O)COC(=O)c2cccc(O)c2)c(C)n1C1CC1	-9	-0.6	-5	28*	-0.3	-9	-2	1.4	9	-1
O=C(Cc1cccs1)Nc1ccc(F)cc1F	3	0.2	-9	-5	-1.1	-2	2	2.6	11	4
COc1ccc(CC(=O)Nc2nnc(C(C)(C)C)s2)cc1OC	-1	-0.4	-6	-1	-0.9	-3	2	-0.2	-7	2
CCN1CCN(S(=O)(=O)c2cccc([N+](=O)[O-])c2)CC1	1	-0.1	10	-7	0.5	5	-3	-1.4	3	-16
CCCn1nnc(NC(=O)/C=C/c2cc(Br)ccc2OC)n1	-1	-0.7	-4	3	0.0	-1	-2	-0.9	-3	-6

Eleven structures from above, ordered by formula weight, smallest number first.
SMILES	DNMT1 block	Tb MetRS inh	CendR NRP1 mod	E coli Lon inh	MsrA inh	MsrA act	STEP inh	LMPTP inh	Scp-1 inhibitor	SUMO1 PPI mod
CC(C)(C)C(=O)CSc1ncccn1	3	-0.5	5	-2	-1.8	-6	9	-0.2	4	1
O=C(Cc1cccs1)Nc1ccc(F)cc1F	3	0.2	-9	-5	-1.1	-2	2	2.6	11	4
COC(=O)C(CC(C)C)Oc1ccc2c(C)cc(=O)oc2c1 (centres undefined)	2	-1.5	10	4	-0.5	1	-2	-0.1	-3	-1
Cc1ccc(NC(=O)c2ccc3c(c2)[nH]c(=O)n3C(C)C)cc1	-1	-0.5	7	-2	1.3	6	-1	-0.1	-1	-1
O=C(N1CCOCC1)N1CCC(n2nnc3ccccc32)CC1	-3	1.0	0	-3	-0.3	1	1	-2.6	-4	-1
COc1ccccc1NC1=NC(c2ccc(Cl)cc2)N=C(N)N1 (centres undefined)	4	-0.1	-13	-12	1.6	0	-4	-3.8	-7	-2
COc1ccc(CC(=O)Nc2nnc(C(C)(C)C)s2)cc1OC	-1	-0.4	-6	-1	-0.9	-3	2	-0.2	-7	2
Nc1nc(SCc2ccccc2)c2ncn(Cc3ccccc3)c2n1	-5	-0.3	5	-12	-0.7	-3	3	1.3	-10	3
Cc1cc(C(=O)NNC(=O)CN2C(=O)NC3(CCCCC3)C2=O)c(C)o1	1	-0.3	4	-1	-0.3	-1	2	-1.6	-5	0
CCCn1nnc(NC(=O)/C=C/c2cc(Br)ccc2OC)n1	-1	-0.7	-4	3	0.0	-1	-2	-0.9	-3	-6
CCc1nc2c(OCC(=O)C(C)(C)C)cccn2c1N(C)C(=O)CC(C)C	0	-0.1	-2	-3	-0.4	-2	0	-0.4	nt	1
